Pol eta inh: DNA polymerase eta (human) inhibition | actives 1.2% (n = 390,000) | AID 588591 | Potency, µM (doses to about 114 µM), for inactives: top-dose activity change, negative = inhibition, hits mostly inhibitors | Q9Y253 | recombinant Pol eta, fluorescent DNA replication assay; note: potency is the fitted concentration of half-maximal effect; % is set by controls: 0 for no effect and ±100 for the full control effect
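Pol eta (10 nM) was preincubated with compounds for 15 min at room temperature, after which fluorescent replication substrate (50 nM final) was added to start the reaction. Fluorescence was read kinetically at 0 and 10 min.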
Pol kappa inh: DNA polymerase kappa (human) inhibition; actives 0.53% (n = 400,000); Potency, µM (highest dose often 107 µM), without a hit: at the top dose activity, negative = inhibition, actives largely listed as inhibitors; purified Pol kappa, fluorescent DNA synthesis assay, 10 min; AID 588579; Q9UBT6; note: potency is the fitted concentration of half-maximal effect; % is set by controls: 0 for no effect and ±100 for the full control effect
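Readout: fluorescence, taken kinetically at 0 and 10 min. Conditions: 10 nM Pol kappa, 15 min RT compound preincubation, 50 nM substrate final. Controls: enzyme-free buffer wells.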
RGS4 inh: inhibitors of human regulator of G protein signaling 4. Potency, µM (titrated, usually from 114 µM), for the others: top-dose activity change, negative = inhibition, actives largely listed as inhibitors. Transcreener GDP fluorescence polarization, RGS4-accelerated GTP hydrolysis. AID 504845. actives 0.039% (n = 390,000). P49798; note: potency is the fitted concentration of half-maximal effect; % is set by controls: 0 for no effect and ±100 for the full control effect; nearly all actives have a fitted effect of over 75% in size; some results filed as inactive show a strong effect at the top dose
Target sequence (P49798 whole entry, looked up): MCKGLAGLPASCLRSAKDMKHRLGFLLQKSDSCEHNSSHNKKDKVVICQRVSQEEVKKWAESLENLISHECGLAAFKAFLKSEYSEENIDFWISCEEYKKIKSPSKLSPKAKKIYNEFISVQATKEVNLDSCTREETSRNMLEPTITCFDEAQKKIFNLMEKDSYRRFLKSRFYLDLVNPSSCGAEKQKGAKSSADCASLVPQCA
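MLSMR compounds (23 nl, pin-transferred) preincubated 10 min at room temperature with a 500nM (2x) first reagent, then RGS4 at 900nM (2x) plus Transcreener GDP mix added; fluorescence polarization (620/688 nm) read before and after 90 min at 30 °C.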
12-LOX inh: ALOX12 (human) lipoxygenase inhibition | Potency, µM (highest dose often 108 µM), inactives show at the highest dose activity change, negative = inhibition, hits mostly inhibitors | AID 1671190 | actives 1.1% (n = 580,000) | purified 12hLO, xylenol orange hydroperoxide absorbance | P18054; note: potency is the fitted concentration of half-maximal effect; % is set by controls: 0 for no effect and ±100 for the full control effect
Target sequence (P18054 whole entry, looked up): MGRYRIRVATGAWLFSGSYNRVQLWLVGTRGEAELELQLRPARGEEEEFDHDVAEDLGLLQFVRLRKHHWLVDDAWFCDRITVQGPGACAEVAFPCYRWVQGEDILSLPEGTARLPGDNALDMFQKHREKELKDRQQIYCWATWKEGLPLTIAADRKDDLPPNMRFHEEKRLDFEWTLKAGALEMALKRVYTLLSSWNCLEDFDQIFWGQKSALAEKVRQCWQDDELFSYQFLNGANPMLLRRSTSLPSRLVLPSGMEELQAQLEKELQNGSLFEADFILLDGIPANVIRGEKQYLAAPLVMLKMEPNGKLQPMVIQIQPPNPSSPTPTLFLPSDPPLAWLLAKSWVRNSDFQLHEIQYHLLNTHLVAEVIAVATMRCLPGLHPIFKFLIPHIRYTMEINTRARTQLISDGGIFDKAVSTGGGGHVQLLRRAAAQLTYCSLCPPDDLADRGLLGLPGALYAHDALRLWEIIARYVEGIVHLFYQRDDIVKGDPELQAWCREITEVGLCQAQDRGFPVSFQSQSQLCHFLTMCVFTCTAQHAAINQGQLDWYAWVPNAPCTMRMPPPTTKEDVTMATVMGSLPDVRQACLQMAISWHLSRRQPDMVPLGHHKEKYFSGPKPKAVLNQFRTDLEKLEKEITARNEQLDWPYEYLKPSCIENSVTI
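Purified human 12hLO at 150 nM in 25 mM Hepes, 0.01% Triton X-100, pH 7.0, preincubated 15 min at room temperature with compound. Reaction started with 40 uM arachidonic acid, 30 min at room temperature. Hydroperoxide measured by Fe-xylenol orange, 573/405 nm absorbance ratio.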
ERG-DNA inh: inhibitors of human ERG Ets domain-DNA interaction; fluorescence polarization, His-ERG Ets domain / labelled DNA; actives 0.028% (n = 370,000); Potency, µM (doses to about 76.9 µM), without a hit: at the top dose FP activity, negative = inhibition, usual class: inhibitors; AID 624246; active = well fitted inhibition curve with a large enough effect in the polarisation, with a control signal flat; inconclusive = small, poorly fitted or top-dose-only effect, or effect the other way, or a change in a side signal; inactive = no such curve, though single readings can be large or run the other way; the % refers to the polarisation;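 note: polarization taken with two DNA probes labelled with fluorescein and Texas red; potency is the fitted concentration of half-maximal effect; % of control where 0% means no effect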
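His-tagged ERG Ets domain (1 uM in the protein solution; 300mM KCl, 50mM Tris-HCl, 1mM EDTA, 1mM DTT, pH 7.5) received compound, then a probe mix of 5 nM fluorescein-DNA and 100nM Texas-615-DNA. Fluorescence polarization was read for both dyes.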
APEX1 inh: APE1 (human) endonuclease inhibition; P27695; AID 2517; Potency, µM (highest dose often 65.8 µM), without a hit: at the top dose activity change, negative = inhibition, most hits filed as inhibitors; actives 0.35% (n = 350,000); recombinant APE1, TAMRA/BHQ-2 abasic DNA cleavage fluorescence;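 note: potency is the fitted concentration of half-maximal effect; plate controls were vehicle for no effect and reference inhibitor for full effect; nearly all actives have a fitted effect of over 55% in size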
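Step 1: APE1 (0.75 nM) with compound, 15 min RT. Step 2: add 50 nM fluorophore/quencher THF duplex. Step 3: three fluorescence reads 60 s apart (525/598 nm); read 3 minus read 1 = reaction progress.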
Anesthetic bind: binds horse apoferritin like a general anesthetic. apoferritin/1-aminoanthracene competitive binding, fluorescence. Potency, µM (highest dose often 77.5 µM), for inactives: top-dose activity change, negative = displacement, usual class: inhibitors. actives 0.074% (n = 350,000). AID 485281; note: potency is the fitted concentration of half-maximal effect; % is set by controls: 0 for no effect and ±100 for the full control effect; nearly all actives have a fitted effect of over 20% in size
Target sequence (P02791 2-175 limits assumed): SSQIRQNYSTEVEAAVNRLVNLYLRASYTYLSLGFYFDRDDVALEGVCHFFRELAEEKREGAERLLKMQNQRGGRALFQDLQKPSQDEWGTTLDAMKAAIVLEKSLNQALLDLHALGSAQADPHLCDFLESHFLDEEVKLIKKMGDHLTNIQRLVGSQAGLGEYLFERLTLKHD
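Read-out: endpoint 1-AMA fluorescence, excitation 380 nm and emission 535 nm, after compounds sit 10 min at room temperature with 10 uM horse-spleen apoferritin in 50% saturated 1-AMA/PBS. Values come from four-parameter Hill fits.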
LDHA block: inhibitors of human lactate dehydrogenase A; activity change, % (values are at about 110 or 230 µM); purified LDHA, NADH/diaphorase-resazurin fluorescence; stronger effect = lower value; actives 0.15% (n = 480,000); in the data active = activity change below about -30%; inconclusive = mostly about -25% to -30%;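 note: plate controls were DMSO wells for no effect and wells without enzyme for full effect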
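Enzyme activity of human lactate dehydrogenase 5 (2 nM; 0.06 mM NADH, 0.2 mM pyruvate, 5 min, RT) is measured via a resazurin/diaphorase fluorescence readout of residual NADH.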
POLB inh: DNA polymerase beta (human) inhibition. Pol beta primer extension/strand displacement, fluorescence kinetic. Potency, µM (doses to about 114 µM), for inactives: at the top dose activity change, negative = inhibition, usual class: inhibitors. actives 1.3% (n = 340,000). P06746; note: potency is the fitted concentration of half-maximal effect; % is set by controls: 0 for no effect and ±100 for the full control effect
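Kinetic readout of DNA synthesis with strand displacement by Pol beta. Compound and 10 nM enzyme sit 15 min at room temperature; 50 nM substrate starts the reaction, read immediately and at 10 min.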
* marks the source's active call; other numbers are inactive results; ? = inconclusive; · = no result given; & = joins results of further samples; [ ] = dose if it differs, or a comment. Unless noted, calls come from the whole dose curve; as a rule, active = well fitted curve in the direction sought with a large enough effect; inconclusive = small, poorly fitted or top-dose-only effect, or another doubt; inactive = no such curve, though single readings can be large; an effect the other way counts as inactive or inconclusive. Only part of the results is shown (hit frequency here may not be typical).

SMILES	Pol eta inh	Pol kappa inh	RGS4 inh	12-LOX inh	ERG-DNA inh	APEX1 inh	Anesthetic bind	LDHA block	POLB inh
CC(C)CC(=O)NC(=S)Nc1ccc(S(=O)(=O)N2CCN(C)CC2)cc1	-16%	-4%	-1%	-2%	1%	6%	-10%	-1	-10%
N#CCC(=O)NNC(=S)Nc1ccccc1C(F)(F)F	-18%	-18%	22%	13%	-2%	8%	-5%	-7	30%
CC1CCN(S(=O)(=O)c2ccc3c(c2)CCN3C(=O)CCC(=O)O)CC1	-5%	-1%	-1%	16%	5%	-1%	-6%	1	-1%
CN(c1ccc(C(=O)N2CCCCC2)cc1)S(C)(=O)=O	0%	0%	-2%	5%	0%	9%	8%	4	11%
Cc1cc([N+](=O)[O-])nn1CCCC(=O)Nc1sc2c(c1C(N)=O)CCCC2	-6%	-9%	?	45µM*	3%	11%	?	-7	12%
O=S(=O)(Nc1ncnc2sc3c(c12)CCC3)c1cc(F)ccc1F	-17%	-11%	15%	7%	5%	18%	2%	-3	2%
O=C(NCc1ccc(F)cc1)c1ccc(CS(=O)(=O)c2ccc(Br)cc2)o1	-9%	-12%	-18%	26%	19%	-1%	0%	-12	?
C=CCn1c(SCCOc2ccccc2)nnc1C(C)NC(=O)c1ccccc1 (centres undefined)	-12%	-2%	-18%	-8%	-6%	2%	-18%	0	0%
CCOc1ccc2nc(/N=C/c3nc(-c4ccccc4)oc3O)sc2c1	-16%	5%	6%	-8%	-6%	5%	3%	-10	-20%
O=C(Nc1ccc(F)cc1)Nc1nnc(-c2ccccc2)o1	4%	3%	17%	5%	-10%	2%	-2%	-5	30%
CCOC(=O)/C=c1\s/c(=C\c2ccccc2C)c(=O)n1CC(=O)NCc1ccc2c(c1)OCO2	-13%	2%	-2%	-27%	12%	-1%	-17%	1	-3%
COc1ccc(CC(=O)Nc2cccnc2)cc1	2%	-4%	21%	8%	3%	13%	-4%	-3	5%
O=C(N/N=C/c1ccc(F)cc1)c1ccc(Br)cc1	-16%	-8%	-16%	-16%	6%	?	-7%	-18	32µM*
O=C(N/C=N/OCc1ccc(Cl)cc1Cl)NOCc1ncc(C(F)(F)F)cc1Cl	?	-14%	-1%	?	-8%	8%	?	5	0%
COc1ccc(OC)c(S(=O)(=O)Nc2cccc(C(C)=O)c2)c1	-14%	-6%	3%	11%	·	0%	4%	-9	9%
O=C(Nc1nnc(C2=COCCO2)o1)c1ccc(Cc2ccccc2)cc1	-8%	-11%	-16%	-7%	-2%	0%	-15%	7	13%
CCn1c(CC(=O)Nc2ccccc2)nnc1SCc1nc2ccccc2c(=O)[nH]1	-6%	11%	-10%	-3%	9%	6%	-6%	0	61%
CC(C)NC(=O)Cc1csc2nc(-c3ccccc3)cn12	-12%	-8%[60.1 µM]	0%	-18%	3%	·	60%[activator]	-2	-1%
Cc1nn(C)c(C)c1S(=O)(=O)N(CC(=O)N1CCc2ccccc2C1)c1ccc(C(C)C)cc1	-18%	1%	0%	12%[57.4 µM]	-6%	-5%	-2%	0	4%
Cc1cccc(Cn2c(-c3ccccc3)nc3ccccc32)c1	-14%	5%	-6%	-14%	2%	·	-3%	2	15%
Cc1cn2c(=O)cc(COc3ccc(C(C)(C)C)cc3)nc2s1	-2%	-20%	-24%	-10%	-2%	·	-6%	-3	-1%
OC(COc1ccc(OCC(O)CN2CCCCCC2)cc1)CN1CCCCCC1 (centres undefined)	-23%	-22%	-17%	·	1%	0%	-7%	-5	31%
O=C(Nc1ncc(S(=O)(=O)c2ccc([N+](=O)[O-])cc2)s1)c1ccc2ccccc2c1	-12%	0%	8%	-21%	-7%	5%	1%	-6	1%
C=CCNC(=O)c1ccccc1NS(=O)(=O)c1ccccc1	-9%	-11%	-24%	-6%	-9%	-3%	0%	-5	1%
Cc1ccc(C(CC(=O)NCc2ccco2)c2ccc(OC(C)C)cc2)cc1 (centres undefined)	-19%	-18%	-48%	?	4%	-12%	-8%	11	12%
Cc1cccc(N(CC(=O)Nc2ccc(F)cc2)S(C)(=O)=O)c1	0%	-4%	9%	-26%	0%	2%	3%	-8	-22%
C=CCSc1nc(Oc2ccccc2)c2sccc2n1	-5%	-19%	-1%	4%	-3%	0%	-18%	-3	-1%
Cc1c(C(=O)Nc2ccc(Nc3ccccc3)cc2)cccc1[N+](=O)[O-]	-13%	-11%	-5%	-2%	-3%	10%	?	-1	0%
COCCNCC(=O)NCC12CC3CC(CC(C3)C1)C2	-19%	-16%	24%	-3%	0%	-1%	-15%	-7	2%
O=C(CN1C(=O)NC(Cc2c[nH]c3ccccc23)C1=O)Nc1cccc(S(=O)(=O)N2CCCCCC2)c1 (centres undefined)	-21%	-19%	-14%	-18%	2%	-1%	-2%	-3	-18%
CCc1ccc(NC(=O)CCCc2nnc3n(CCCOC)c(=O)c4sccc4n23)cc1	-15%	0%	7%	-13%	-1%	·	-3%	-8	6%
CCOc1ccc(-n2c(-c3ccco3)n[nH]c2=S)cc1	4%	-5%	-26%	?	12%	-8%	-9%	-5	-7%
CCOC(=O)c1c(-c2ccc(F)cc2)cn2ccccc12	-12%	-2%	-26%	13%	-2%	-4%	150%[activator]	-1	-14%
Cc1ccc(S(=O)(=O)CCC(=O)Nc2ccccc2C)cc1	-10%	0%	-24%[56.9 µM]	7%	-5%	7%	0%	-3	20%
FCCCOc1ccc(/C=N/OCc2ccc(Cl)cc2)cc1	-21%	-6%	-28%	11%	5%	-3%	0%	2	-1%
O=C(NCc1ccc2c(c1)OCO2)C1CCCN(S(=O)(=O)c2cccc3cccnc23)C1 (centres undefined)	-17%	-22%	-3%	-18%	8%	3%	-18%	1	-15%
COc1ccc(C(CNS(=O)(=O)c2ccccc2)N2CCN(C)CC2)cc1 (centres undefined)	-15%	-6%	6%	-2%	0%	1%	·	-4	·
CCOc1ccccc1NC(=O)CCc1nnc2ccc(N3CCC(C)CC3)nn12	-7%	-8%	-3%	5%	-10%	3%	?	-3	-1%
COCCn1c(=O)[nH]c2cc(C(=O)Nc3cc(C)cc(C)c3)ccc2c1=O	0%	-9%	-5%	-2%	6%	60%[activator]	-2%	-9	-20%
CC1=C(C#N)C(c2cn(-c3ccccc3)nc2-c2cccs2)C(C#N)=C(C)N1	-16%	-14%	-4%	14%	·	-4%	73%[activator]	-9	-9%
CCOc1ccc(CCNC(=O)c2oc3c(c2C)-c2[nH]ncc2CC3)cc1OCC	-14%	-2%	-1%	10%	-3%	-1%	-15%	33	18%
O=C(O)c1c(Cl)cccc1Cl	6%	5%	-8%	-5%	18%	-9%&16%	·	-4	·
CC1(C)Cc2c(sc(NC(=O)c3ccco3)c2C#N)C(C)(C)N1	-10%	-7%	21%	·	-3%	2%	-21%	-8	16%
CCCNC(=O)CCc1nnc2ccc(N3CCN(c4cccc(OC)c4)CC3)nn12	-17%	-2%	15%	-15%	2%	·	-11%	0	3%
Cc1c(C(=O)N(C)C)sc2c1c(=O)n(-c1ccc(Cl)c(Cl)c1)c(=O)n2CC(=O)Nc1ccc(Br)cc1F	·	-16%	-6%	·	-2%	·	?	-4	14%
COc1ccc(C(CNC(=O)c2ccc(S(=O)(=O)N(C)C)cc2)N(C)C)cc1 (centres undefined)	1%	-4%	-7%	-2%	1%	11%	-8%	0	2%
O=C(CSCc1cc(=O)n2ccsc2n1)Nc1ccccc1	9%	-3%	-4%	5%	-13%	31%	1%	-2	1%
CC(C)CC(CO)NS(=O)(=O)c1cccc(Cl)c1F (centres undefined)	-3%	-12%	-4%	6%	0%	·	·	-3	·
CC(C)COC(=O)NC1c2ccccc2Oc2ccccc21	3%	-25%	13%	0%	3%	3%	-3%	-4	63%
COc1cc(C(=O)NCc2nnc(SCC(=O)NCCc3ccccc3)o2)cc(OC)c1OC	9%	1%	8%	-3%	-4%	3%	-1%	-4	21%
COc1ccc(NC(=O)CCNC(=O)c2ccc([N+](=O)[O-])cc2)cc1S(=O)(=O)N1CCOCC1	?	-21%	-25%	?	-6%	19%	·	5	·
O=C(O)CCCn1cc(NC(=O)COc2cccc(Cl)c2)cn1	-21%	-12%	18%	0%	1%	5%	-4%	13	1%
CCOc1ccc2[nH]c(=O)c(CN(Cc3ccc(C)cc3)C(=O)N3CCCC3)cc2c1	-1%	-4%	3%[56.9 µM]	-12%	0%	7%	-6%	-4	1%
CCCCCCSc1ccc([C@H]2N[C@@](CC(C)C)(C(=O)OC)[C@H]3C(=O)N(C)C(=O)[C@@H]23)cc1	-18%	-15%	-45%	-40%	9%	8%	·	-1	·
Cc1ccnc(NC(=O)c2cccc([N+](=O)[O-])c2C)c1	-13%	-1%	33%	2%	-15%	-3%	-12%	-1	-7%

Screening data as filed in PubChem BioAssay.
